core dimer inh = blocks dimerization of HCV core protein; TR-FRET GST/Flag-core106 dimerization, 1536-well; inhibition, % at 5 µM; 300,000 compounds, 0.33% hits; AID 1899;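 active = inhibition above the mean of all tested compounds plus 3 SD, set per screening campaign, cut at about 45% in these data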
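System – GST-tagged and Flag-tagged HCV core protein residues 1-106 · Repeats – one well for each compound · Technique – TR-FRET 671 and 617 nm emission · Doses – one concentration, 5 µM, in 0.5% DMSO · Times – 4 h, 22.5 °C incubation · Also added – Eu donor and XL665 acceptor anti-tag antibodies · Measure – percent inhibition of core106 dimerization signal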
PP1 inh = counter-screen for PP5 inhibitors: inhibitors of human PP1-alpha; 320,000 compounds, 0.9% hits; purified PP1alpha, OMFP fluorescence; P62136; AID 2235; inhibition, % at 6.7 µM;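 active = inhibition above the mean inhibition of all tested compounds plus 3 SD, computed separately for each screening campaign, cut at about 15% in these data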
Target sequence (P62136 whole entry, looked up): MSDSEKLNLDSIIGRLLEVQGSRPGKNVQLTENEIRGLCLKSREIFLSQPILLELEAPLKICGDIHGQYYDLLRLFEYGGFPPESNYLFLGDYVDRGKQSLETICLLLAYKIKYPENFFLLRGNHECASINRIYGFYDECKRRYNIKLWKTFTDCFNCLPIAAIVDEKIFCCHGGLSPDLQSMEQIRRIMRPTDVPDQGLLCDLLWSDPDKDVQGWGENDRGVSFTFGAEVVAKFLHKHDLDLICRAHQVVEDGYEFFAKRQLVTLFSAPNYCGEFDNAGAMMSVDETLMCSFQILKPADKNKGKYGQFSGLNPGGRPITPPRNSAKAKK
GASC-1 inh = inhibitors of human GASC-1 (JMJD2C) demethylase; GST-JMJD2C(1-420) H3K9me3 demethylation, DELFIA europium; inhibition, % at 2.35 µM; 330,000 compounds, 0.069% hits; Q9H3R0; AID 2099;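 active = more than half of a compound's replicate wells show inhibition beyond 50%, single wells judged on their own value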;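 also: signal counts dimethyl H3K9 product captured on neutravidin plate; 0% = median of DMSO wells and 100% = 0.3 times that DMSO median; strong numbers were not always called active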
proCasp7 act = counter-screen: procaspase-7 (human) activation | AID 463210 | recombinant procaspase-7, Ac-DEVD-pNA absorbance 405 nm; D23A/D198A/D206A triple mutant, cannot self-cleave; scale: DMSO 0, 5 µM enzyme 100 | 330,000 compounds, 0.093% hits | P55210 | activation, % at 8.5 µM;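 active = percent activation above the screen-wide mean plus 3 SD, cut at about 25% in these data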
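signal = Epi-absorbance of released pNA at 405 nm, two timepoints | assay system = Uncleavable procaspase-7 mutant enzyme | reagent = Ac-DEVD-pNA substrate, 400 µM as added | times = 1 h enzyme–compound preincubation and 2 h substrate reaction, both 25 °C | benchmarks = low DMSO alone, high DMSO plus 5 µM PC-7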
VLA-4 inh = inhibition in a human VLA-4 binding assay | P13612 | VLA-4 expressing cells, ligand binding flow cytometry | inhibition, % (about 7 µM as worked out from the volumes in the protocol) | 330,000 compounds, 0.2% hits | AID 2557; in the data active = inhibition above about 50%
proCasp3 act = activates human procaspase-3; recombinant procaspase-3 D3A, Ac-DEVD-pNA absorbance 405 nm; AID 463141; 330,000 compounds, 0.11% hits; activation, % at 8.5 µM;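 active = activation above the mean of all tested compounds plus 3 SD, cut at about 21% in these data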;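 also: 0% = DMSO alone and 100% = DMSO wells spiked with extra 5 µM PC-3 D3A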
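Test system: Procaspase-3 D3A mutant, all three cleavage aspartates alanine | Dosing: Single dose, 8.5 µM nominal compound, 0.8% DMSO | Schedule: 1 h preincubation, 2 h reaction | Technique: 405 nm absorbance of p-nitroaniline, reads at 0 and 120 min | Repeats: One well per compound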
PP5 inh = blocks human protein phosphatase 5 activity; P53041; purified PP5c, OMFP substrate fluorescence; inhibition, % at 6.7 µM; 320,000 compounds, 0.18% hits;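 active = inhibition above the campaign's mean inhibition across all tested compounds plus 3 SD, cut at about 9.5% in these data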;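 also: 0% = DMSO only and 100% = 100 µM cantharidin control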
GRK2 inh = human GRK2 inhibition via aptamer displacement; P25098; bead flow cytometry, FAM-aptamer displacement from GRK2; 330,000 compounds, 0.59% hits; inhibition of aptamer binding, % at 10 µM;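 active = inhibition of aptamer binding above 40%, roughly 3 SD of noise, on plates passing a quality check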;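 also: median bead fluorescence of bound FAM aptamer so fluorescent compounds give negative values; no value below 0 was filed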
Target sequence (P25098 whole entry, looked up): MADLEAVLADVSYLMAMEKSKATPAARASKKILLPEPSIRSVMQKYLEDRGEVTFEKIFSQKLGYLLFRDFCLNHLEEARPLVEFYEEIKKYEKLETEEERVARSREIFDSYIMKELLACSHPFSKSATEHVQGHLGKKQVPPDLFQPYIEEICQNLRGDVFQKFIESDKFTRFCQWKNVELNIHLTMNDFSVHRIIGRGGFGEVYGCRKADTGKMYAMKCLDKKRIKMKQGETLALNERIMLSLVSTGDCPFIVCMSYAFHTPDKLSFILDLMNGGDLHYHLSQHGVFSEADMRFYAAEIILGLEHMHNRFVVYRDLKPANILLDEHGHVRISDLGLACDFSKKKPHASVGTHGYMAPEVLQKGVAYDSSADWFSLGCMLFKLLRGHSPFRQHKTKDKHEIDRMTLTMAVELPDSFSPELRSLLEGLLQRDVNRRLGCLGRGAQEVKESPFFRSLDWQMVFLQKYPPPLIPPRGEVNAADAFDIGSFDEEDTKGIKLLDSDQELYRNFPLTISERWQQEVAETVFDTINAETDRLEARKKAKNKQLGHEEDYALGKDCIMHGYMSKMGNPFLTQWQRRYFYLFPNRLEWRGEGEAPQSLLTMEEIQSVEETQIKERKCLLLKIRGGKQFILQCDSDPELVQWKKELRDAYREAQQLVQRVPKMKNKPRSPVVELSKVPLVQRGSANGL
CTSL1 counter = blocks F. hepatica cathepsin L1 in PFM18AAP counter-screen; 300,000 compounds, 0.49% hits; inhibition, % at 5.96 µM; recombinant F. hepatica cathepsin L1, Z-Leu-Arg-MCA fluorescence;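 active = inhibition above the mean of all tested compounds plus 3 SD, set per screening campaign, cut at about 17% in these data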;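 also: 0% = plate median of test compound wells and 100% = 1 µM Z-Phe-Ala-diazomethylketone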
* marks the source's active call; other numbers are inactive results; . = not tested or not shown.

SMILES | core dimer inh | PP1 inh | GASC-1 inh | proCasp7 act | VLA-4 inh | proCasp3 act | PP5 inh | GRK2 inh | CTSL1 counter
O=C(CSc1nc(=O)n2ccccc2n1)NCCc1ccccc1 | -1 | -3 | -6 | -2 | 19 | -2 | 2.2 | 0 | 8
CC1CCCCN1Cc1c(C#N)c2ccccc2n1C (stereo not given) | -2 | 0 | 2 | -4 | 8 | -1 | 4.2 | 0 | 1
CC(C)NC(=O)COC(=O)c1ccccc1C(=O)c1ccccc1 | -1 | -4 | -14 | 7 | 12 | 8 | -0.5 | 0 | -8
CN(CC(=O)Nc1ccc(F)cc1)C(=O)C1CCN(C(=O)Nc2ccccc2)CC1 | . | -3 | -126 | -4 | 3 | 6 | -0.4 | 3 | .
CCOC(=O)c1ccc(N=c2sc(C(=O)OC)cc(=O)n2C2CC2)cc1 | -1 | -1 | -2 | 1 | -11 | -1 | -0.5 | 0 | 4
Nc1nc(-c2cc(Cl)cc(Cl)c2OC(F)F)cs1 | 1 | -2 | 7 | 6 | 19 | -3 | 2.6 | 0 | -2
Clc1cc(Cl)c(Cl)c(Cl)c1Cl | . | -7 | 6 | 2 | 7 | 11 | 5.3 | 1 | .
O=C1/C(=C/c2cccc(Cl)c2)CSc2sccc21 | 3 | -6 | 3 | 5 | 5 | 1 | 3.1 | 3 | 0
Cc1ccc(C(=O)Nc2ccc3c(c2)OCO3)cc1NC(=O)c1ccco1 | 0 | 0 | -6 | 2 | 25 | -6 | -2.3 | 1 | -2
CCCN(CC(=O)Nc1ccccc1C)C(=O)c1ccc2ccccc2n1 | -8 | -6 | 2 | 8 | 0 | -2 | 3.3 | 0 | -2
Cc1ccc(/C=N/NC(=O)CSc2nnc(-c3ccc(Cl)cc3)n2-c2ccc(Cl)cc2)o1 | 17 | 4 | -9 | -6 | 17 | -5 | 1.5 | 2 | 1
Cc1ccc(CNC(=O)C2CC=CCC2C(=O)O)cc1 (stereo not given) | -8 | -2 | -4 | -5 | 13 | 3 | -0.5 | 2 | 3
O=C(CN1C(=O)NC2(CCCCCC2)C1=O)NCCc1ccc(F)cc1 | . | -4 | . | 2 | 10 | 6 | -0.3 | 0 | .
CCC(C(=O)NC1CCCCC1)N(Cc1cccs1)C(=O)c1snc(C(N)=O)c1N (stereo not given) | -3 | -5 | 0 | 6 | 3 | 0 | 1.5 | 4 | 3
CSc1cccc(CN2CCC(CCC(=O)NC3CC3)CC2)c1 | -5 | -3 | 57 | 4 | -8 | -9 | -1.1 | 1 | -4
CC(=O)N1CCN(Cc2nc3cc(NC(=O)c4cccs4)ccc3n2C)CC1 | -7 | 5 | 17 | 4 | 11 | -15 | -8.5 | 4 | -7
COc1cccc(CNC(=O)CNC(=O)N2CC(=O)Nc3ccccc32)c1 | -9 | 1 | -9 | 5 | 3 | 5 | 0.9 | 0 | 1
CC1(C)Cc2c(cnn2-c2ccccc2)C(NC(=O)CCc2ccncc2)C1 (stereo not given) | -5 | -1 | 4 | -1 | -2 | 4 | 3.5 | 0 | -10
COc1c(Br)cc(Br)cc1/C=C1/C(=O)N=C(N)N1C | 8 | -4 | -20 | 1 | 8 | -6 | -0.8 | 0 | 2
Nc1ccccc1S(=O)(=O)NCCCCc1ccccc1 | -2 | 2 | 0 | -2 | 11 | -2 | 3.6 | 0 | -3
Cc1cc(S(=O)(=O)Nc2ccc(C(=O)N3CC(C)OC(C)C3)cc2)ccc1F (stereo not given) | -4 | 2 | 5 | 1 | 14 | 5 | 0.9 | 5 | -2
CCOC(=O)C1=C(COC(=O)C2CC(=O)N(c3ccccc3F)C2)NC(=O)NC1C (stereo not given) | . | -5 | -1 | 7 | -5 | 1 | -1.8 | 6 | .
COC(=O)c1ccc2c(=O)n(CC3CCCO3)c(SCC(=O)Nc3ccccc3Cl)nc2c1 (stereo not given) | -1 | -6 | 9 | -5 | 9 | 1 | -0.8 | 0 | 3
COc1ccc([C@@H]2[C@@H]3C(=O)N(C(C)(C)C)C(=O)[C@@H]3[C@]3(Cc4ccc(Cl)cc4)C(=O)N(c4ccc(OC)cc4)C(=O)N23)cc1 | 21 | -3 | -8 | 0 | 10 | 0 | 1.3 | 0 | 1
Cc1cc(C)c(NC(=O)CNC(=O)CN2C(=O)NC3(CCCc4ccccc43)C2=O)c(C)c1 (stereo not given) | 2 | -6 | 20 | -2 | 1 | 2 | 1.2 | 0 | 5
New compounds follow:
SMILES | core dimer inh | PP1 inh | GASC-1 inh | proCasp7 act | VLA-4 inh | proCasp3 act | PP5 inh | GRK2 inh | CTSL1 counter
COc1ccc(Cl)cc1NC(=O)NCc1ccco1 | -1 | -1 | -16 | -6 | -6 | 2 | 2.8 | 0 | 6
CCC(CC)c1nnc(NC(=O)c2ccc3ccccc3n2)s1 | 1 | 2 | 1 | 1 | 14 | -4 | 1.3 | 0 | 1
O=C(Nc1cccnc1)c1sc(Nc2ccccc2)nc1-c1ccccc1 | -32 | 5 | -3 | 29* | 9 | 10 | 4.2 | 0 | 1
COc1ccc(NC(=O)CSc2nc(-c3ccco3)nc3cc(=O)[nH]n23)cc1Cl | 1 | 4 | -3 | 2 | -2 | 4 | 0.9 | 0 | 3
COc1c(Cl)cc(C(=O)Nc2ccccc2C(=O)O)cc1Cl | 7 | 6 | -4 | 4 | 34 | 7 | 3.4 | 1 | -1
O=C(NNC(=O)c1cccc(-n2cccc2)c1)c1ccc(F)cc1 | 52* | -2 | -1 | 1 | 0 | 4 | -0.5 | 6 | 0
Cc1ccc2nc(NCc3ccco3)c(C=NCc3ccco3)c(=O)n2c1 | 39 | -3 | -23 | -9 | -9 | 1 | 1.1 | 6 | 0
COc1cccc(/C=N/NC(=O)c2ccc(COc3ccc(Cl)cc3Cl)o2)c1 | 7 | -3 | 5 | -8 | 33 | 5 | 5.1 | 4 | -1
CCOC(=O)c1nn(-c2ccc(Cl)cc2)c2nnc(Cc3ccccc3)c(=O)n12 | 11 | -2 | -5 | 5 | 18 | -1 | 0.5 | 0 | -1
O=C1c2ccccc2C(=O)N1CCC#Cc1ccc2cc(CCCO)oc(=O)c2c1 | . | . | . | -11 | 13 | 4 | . | 1 | .
COc1cc(OC)cc(C(=O)NCCCNC(=O)c2ccccn2)c1 | -7 | -1 | 31 | -6 | 16 | 2 | 1.4 | 0 | -4
COc1ccc(NC(=O)c2nc(SC)ncc2Cl)cc1 | -5 | -3 | 7 | -3 | -15 | 2 | 0.0 | 1 | -4
O=C(NC1CCCCC1)C(c1ccc(F)cc1)N(C(=O)Cc1ccsc1)c1ccc(F)cc1 (stereo not given) | 0 | -5 | 3 | 2 | 6 | 0 | 0.6 | 0 | 0
COc1ccc2[nH]cc(CCNS(=O)(=O)c3ccc(C)cc3)c2c1 | -4 | 0 | -18 | 1 | -1 | -3 | 0.0 | 0 | 0
CC1=C(C#N)C(Nc2cccc(C)n2)(C(F)(F)F)C(=O)N1 (stereo not given) | -3 | 1 | 57 | 10 | -11 | 0 | -2.1 | 1 | -2
O=C(N/N=C\c1ccc(OCC(=O)N2CCCC2)cc1)C(=O)Nc1ccccc1F | -10 | -1 | -1 | 9 | -2 | 3 | -0.3 | 2 | 6
COc1cc(NC(=O)c2ccccc2Cl)ccc1NC(=O)c1ccco1 | 3 | 1 | -2 | -7 | 1 | -2 | 2.1 | 2 | 1
COc1ccccc1NC(=S)NC(NC(=O)CC(C)C)C(Cl)(Cl)Cl (stereo not given) | 2 | -3 | -8 | 4 | 0 | 6 | -2.1 | 0 | -1
CCCCc1cc2c(c(NC(C)=O)n1)c(=O)oc1ccccc12 | 7 | -2 | 2 | -1 | 28 | 2 | -0.3 | 0 | 1
Cc1cccc2c1NC(=O)C2=Nc1ccc(Cl)cc1 | 6 | -1 | 26 | 2 | -11 | -1 | 1.5 | 3 | 2
O=C(COc1ccccc1)NC(=S)Nc1cccc(NC(=O)c2ccccc2Cl)c1 | 12 | 2 | -5 | 5 | 0 | -4 | 1.9 | 2 | 2
COc1ccc(S(=O)(=O)NN=C2CCCCC2)cc1 | -3 | -1 | 5 | -6 | -4 | -2 | 0.1 | 0 | -1
CC1CCCCN1S(=O)(=O)c1ccc(S(=O)(=O)NCCc2ccncc2)cc1 (stereo not given) | 10 | -3 | 3 | 1 | 15 | -1 | -0.7 | 1 | -3
COc1cccc(NC(=S)N2CCn3cccc3C2c2cccnc2)c1 (stereo not given) | 9 | -6 | 3 | -11 | 3 | -6 | 1.6 | 2 | -3
O=C(CSc1nnc(-c2n[nH]c3ccccc23)n1-c1ccccc1)Nc1cccc(Cl)c1 | 7 | -2 | -3 | 4 | 3 | 13 | 5.0 | 0 | 1
(cont.)
SMILES | core dimer inh | PP1 inh | GASC-1 inh | proCasp7 act | VLA-4 inh | proCasp3 act | PP5 inh | GRK2 inh | CTSL1 counter
O=C(NC1(C(F)(F)F)NC(=O)N(Cc2ccccc2)C1=O)c1cccnc1 (stereo not given) | -4 | -3 | 5 | 10 | 9 | 8 | -0.8 | 1 | 4
Cc1ccc(CSc2nc3ccncc3n2CC(=O)Nc2cc(C)cc(C)c2)cc1 | -28 | 2 | 12 | 12 | -8 | -1 | -1.3 | 2 | 2
CCOc1ccc(NC(=O)CN2C(=O)CCSc3ccc(S(=O)(=O)N4CCCC4)cc32)cc1 | 14 | -1 | 0 | 3 | 11 | 11 | 1.2 | 0 | 2
COc1ccccc1CN(C)CC(=O)Nc1ccccc1-c1ccccc1 | 1 | 0 | -3 | 2 | 18 | -2 | -2.1 | 0 | 6
Cc1ccc2nc(-c3ccc(N4C(=N)SC5CS(=O)(=O)CC54)cc3)sc2c1 (stereo not given) | -8 | 0 | -9 | -2 | 7 | 8 | 2.0 | 0 | 4
O=C(OCC(=O)N1CCCC1=O)c1cccc(S(=O)(=O)N2CCOCC2)c1 | -13 | -6 | -16 | 1 | -9 | 2 | 1.7 | 0 | -5
Cc1ccc(/C=N/NC(=O)c2sccc2OCc2ccc(F)cc2)cc1 | 8 | -1 | 18 | -9 | 7 | 4 | 1.9 | 0 | 1
Cc1nn2c(NCCN(C)C)c3c(nc2c1-c1ccccc1)CCC3 | 0 | -4 | 4 | 16 | 11 | 2 | -1.7 | 0 | 3

Five entries drawn at random from those above:
SMILES | core dimer inh | PP1 inh | GASC-1 inh | proCasp7 act | VLA-4 inh | proCasp3 act | PP5 inh | GRK2 inh | CTSL1 counter
O=C(NC1(C(F)(F)F)NC(=O)N(Cc2ccccc2)C1=O)c1cccnc1 (stereo not given) | -4 | -3 | 5 | 10 | 9 | 8 | -0.8 | 1 | 4
COc1ccccc1CN(C)CC(=O)Nc1ccccc1-c1ccccc1 | 1 | 0 | -3 | 2 | 18 | -2 | -2.1 | 0 | 6
Cc1ccc(CSc2nc3ccncc3n2CC(=O)Nc2cc(C)cc(C)c2)cc1 | -28 | 2 | 12 | 12 | -8 | -1 | -1.3 | 2 | 2
Cc1ccc2nc(-c3ccc(N4C(=N)SC5CS(=O)(=O)CC54)cc3)sc2c1 (stereo not given) | -8 | 0 | -9 | -2 | 7 | 8 | 2.0 | 0 | 4
O=C(OCC(=O)N1CCCC1=O)c1cccc(S(=O)(=O)N2CCOCC2)c1 | -13 | -6 | -16 | 1 | -9 | 2 | 1.7 | 0 | -5

Screening data (PubChem)
